AT treatment – potential ataxia-telangiectasia treatment. […] A-T fibroblasts, KAP-1 phosphorylation AlphaLISA; neocarzinostatin DNA damage 30 min before lysis. Potency, µM (series often up to 57.5 µM), for the others: at the highest dose activation, usual class: activators. 0.19% of 320,000 active; note: potency is the fitted concentration of half-maximal effect; % of control where 0% means no effect; nearly all actives have a fitted effect of over 45% in size
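ATM-like activity read as KAP-1 phosphorylation via AlphaLISA donor/acceptor antibody pairs after lysis and 6 hr at 25C. Cells were ATM-null patient fibroblasts ([…], hTERT), dosed 60 min, then exposed to the DSB inducer NCS for 30 min.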
Chronic BCR inh – blocks chronic active B-cell receptor signaling; Potency, µM (doses to about 46.1 µM), inactives show at the top dose ratio change, negative = lower green/red ratio, actives largely listed as inhibitors; 0.05% of 340,000 active; ABC-DLBCL IkBa-CBG/CBR reporter, luminescence ratio, 4 h; AID 493014; active = well fitted inhibition curve with a large enough effect in the signal ratio, with a control signal flat, not every such curve was filed as active; inconclusive = small, poorly fitted or top-dose-only effect, or effect the other way, or a change in a side signal; the % refers to the signal ratio;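 note: potency is the fitted concentration of half-maximal effect; plate controls were basal doxycycline-induced cells for no effect and cells given 10 µM MG132 for full effect; MG132 reads +100%, hits lower the ratio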
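Concentration-response series (up to 46 uM) were applied to TMD8 dual-reporter cells for 4 h at 37C with doxycycline. Green/red ratio, after filter-overlap correction, defined %Activity; red signal alone was normalised to basal cells and zero luminescence.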
TCR activator – activators of T cell receptors | 330,000 tested, under 10 active | primary human leukocytes, anti-CD3, IL-2 HTRF, 48 h | Potency, µM (series often up to 9.22 µM), for the others: top-dose activation of IL-2 secretion, usual class: activators | AID 504894; note: % of control where 0% means no effect
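Primary human leukocytes receive a-CD3 beads and test compound and are incubated 48 hr. Secreted IL-2 is then assayed by HTRF, measuring 665nm acceptor emission after 320nm excitation of the europium donor.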
Tb PFK inh – inhibitors of T. brucei phosphofructokinase | T. brucei PFK, ADP-Glo luminescence | O15648 | 0.17% of 330,000 active | Potency, µM (doses to about 57.5 µM), for inactives: at the top dose activity, negative = inhibition, hits mostly inhibitors;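 note: potency is the fitted concentration of half-maximal effect; 0% = uninhibited 1x PFK enzyme wells and -100% = no-enzyme wells; nearly all actives have a fitted effect of over 60% in size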
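ADP-Glo luminescence quantified ADP after 45 min at room temperature, with 1.25 nM T. brucei PFK, 0.1 mM ATP and 0.5 mM fructose-6-phosphate in pH 8.0 TEA buffer. qHTS titrations up to 57 µM; curves classified by quality.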
PTAP TSG101 blk – blocks PTAP/TSG101 interaction to inhibit HIV-1 budding; Q99816; Fluorescence polarization, FITC-PTAP peptide / Tsg101 binding; Potency, µM (titrated, usually from 115 µM), inactives show at the top dose activity change, negative = inhibition, most hits filed as inhibitors; 340,000 tested, under 10 active; active = well fitted inhibition curve with a large enough effect in the main read-out, with a control signal flat, not every such curve was filed as active; inconclusive = small, poorly fitted or top-dose-only effect, or effect the other way, or a change in a side signal; inactive = no such curve, though single readings can be large or run the other way; note: potency is the fitted concentration of half-maximal effect; % of control where 0% means no effect
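FP read-out: FITC-PTAP peptide, 50 nM final, binding Tsg101 binding domain, 10 uM final; 20 min, r.t.; 10 mM HEPES pH 7.5, 0.15 M NaCl, 0.01% Tween 20, 3 mM EDTA, 0.1 mM TCEP.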
Eya2 phos inh – inhibitors of human Eya2 phosphatase activity | O00167 | recombinant Eya2, OMFP fluorescence dephosphorylation (OMFP is methylfluorescein phosphate) | Potency, µM (series often up to 76.9 µM), for inactives: at the highest dose activity, negative = inhibition, most hits filed as inhibitors | 0.006% of 330,000 active; note: potency is the fitted concentration of half-maximal effect; % is set by controls: 0 for no effect and ±100 for the full control effect
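Eya2 protein (added as 0.2 uM solution) was preincubated with compound for 10 min at ambient temperature in 50 mM HEPES pH 7.5, 50 mM NaCl, 5 uM MgCl2, 0.05% BSA, 1 mM DTT. OMFP (added at 50 uM) then reacted 10 min; fluorescence read at 485/525 nm.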
ASM inhibitor – blocks human secretory acid sphingomyelinase. P17405. placental ASM, HMU-PC fluorogenic substrate, 60 min. Potency, µM (series often up to 57.5 µM), inactives show at the highest dose activity change, negative = inhibition, actives largely listed as inhibitors. 0.006% of 340,000 active. AID 504937; note: potency is the fitted concentration of half-maximal effect
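Steps: dispense placental human ASM, pin compound, wait 10 min at room temperature, add HMU-PC0 substrate at 9 uM final, incubate 60 min at 37 °C, add stop solution raising pH to 10, read fluorescence.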
ELG1 DNA repair – inhibitors of ELG1-dependent DNA repair in HEK293T cells; HEK293T ELG1-luciferase reporter, luminescence, 16 h; DNA damage induced by 5-fluorouridine; Potency, µM (titrated, usually from 46.1 µM), for the others: at the highest dose activity change, negative = inhibition, hits mostly inhibitors; 2.3% of 330,000 active; AID 504467; note: potency is the fitted concentration of half-maximal effect; % is set by controls: 0 for no effect and ±100 for the full control effect; nearly all actives have a fitted effect of over 55% in size
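HEK293T cells expressing luciferase-tagged ELG1 (2,000/well) received 5-Fluorouridine plus compound or DMSO for 16 hr at 37 °C. Luciferase was read by ONE-Glo luminescence after 30 min at room temperature.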
TSHR antagonist – blocks TSH signaling through the human TSH receptor; P16473; TSHR-expressing cells, TSH-stimulated cAMP HTRF, 2 h; stronger effect = lower value; activity change, negative = inhibition, % at 11.5 µM; 0.2% of 330,000 active; AID 504810;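 active = activity change below a set negative limit, meaning inhibition stronger than a set level, cut at about -70% in these data; inconclusive = activity change between two set negative limits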; note: % is set by controls: 0 for no effect and ±100 for the full control effect
Target sequence (P16473 whole entry, looked up): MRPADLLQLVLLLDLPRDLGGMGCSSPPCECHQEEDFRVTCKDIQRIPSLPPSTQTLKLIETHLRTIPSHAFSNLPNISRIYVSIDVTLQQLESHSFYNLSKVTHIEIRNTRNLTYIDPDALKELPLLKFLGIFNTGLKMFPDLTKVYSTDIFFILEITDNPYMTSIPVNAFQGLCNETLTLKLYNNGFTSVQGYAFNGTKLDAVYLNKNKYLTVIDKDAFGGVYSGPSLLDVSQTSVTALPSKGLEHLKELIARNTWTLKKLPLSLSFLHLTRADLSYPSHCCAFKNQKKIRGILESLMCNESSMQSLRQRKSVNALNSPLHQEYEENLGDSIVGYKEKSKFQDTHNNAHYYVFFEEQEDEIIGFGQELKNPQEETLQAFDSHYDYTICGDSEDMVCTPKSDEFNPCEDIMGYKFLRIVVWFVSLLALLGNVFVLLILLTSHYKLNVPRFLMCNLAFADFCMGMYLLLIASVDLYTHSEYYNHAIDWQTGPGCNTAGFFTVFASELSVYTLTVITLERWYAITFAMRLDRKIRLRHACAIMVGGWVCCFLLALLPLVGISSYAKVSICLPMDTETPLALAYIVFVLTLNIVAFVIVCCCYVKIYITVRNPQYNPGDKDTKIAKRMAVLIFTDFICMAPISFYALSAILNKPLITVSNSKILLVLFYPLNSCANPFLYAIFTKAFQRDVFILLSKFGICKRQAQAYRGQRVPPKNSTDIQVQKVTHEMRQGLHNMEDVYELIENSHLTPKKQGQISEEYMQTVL
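Cell-based HTRF cAMP assay; TSHR cells + compound, TSH EC80 (4nM final), 2 h, 37 deg C. Lysis with anti-cAMP cryptate and cAMP-d2, 30 min RT, read 665/620 nm.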
Mito fusion yeast – blocks mitochondrial division or promotes mitochondrial fusion | S. cerevisiae fusion-defective mutant growth rescue, CellTiterGlo 48 h | Potency, µM (top dose mostly 46.1 µM), inactives show at the highest dose growth rescue (activation), usual class: activators | 0.23% of 320,000 active | AID 485298;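 note: potency is the fitted concentration of half-maximal effect; % of control where 0% means no effect; nearly all actives have a fitted effect of over 45% in size; temperature-sensitive fusion mutants such as fzo1-1 at 37 °C on non-fermentable ethanol glycerol medium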
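Yeast fusion mutant, YPEG (non-fermentable carbon), compound, 48 h at 37C non-permissive; CellTiterGlo added, 10 min RT, luminescence read. Rescued growth = division inhibition.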
Integrin act MD – integrin-mediated muscular dystrophy alleviation activation; Potency, µM (titrated, usually from 38.3 µM), for inactives: at the highest dose activation, hits mostly activators; 0.064% of 350,000 active; alpha7betagal myoblasts, beta-gal FDG fluorescence, 48 h; AID 624291;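 note: potency is the fitted concentration of half-maximal effect; 100% = response of the positive control SU9516; nearly all actives have a fitted effect of over 60% in size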
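Alpha7betagal+/- myoblasts (passage 13) were plated 16-24 hr, then exposed to compounds (1:260 dilution of DMSO stock) for 48 hours at 37C. After MPER lysis, β-galactosidase reporter activity was read as FDG fluorescence (ex 480/em 540) after 30 minutes.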
An asterisk follows results filed as active; u = inconclusive; x = not tested or not shown; [ ] = dose if it differs, or a comment. Unless noted, calls come from the whole dose curve; as a rule, active = well fitted curve in the direction sought with a large enough effect; inconclusive = small, poorly fitted or top-dose-only effect, or another doubt; inactive = no such curve, though single readings can be large; an effect the other way counts as inactive or inconclusive.

The line under a structure holds: PTAP TSG101 blk, ELG1 DNA repair, Chronic BCR inh, TCR activator, AT treatment, Eya2 phos inh, Mito fusion yeast, ASM inhibitor, TSHR antagonist, Integrin act MD, Tb PFK inh
> Cc1ccc(OCC(=O)NCCCNC(=O)c2ccccn2)cc1
    1%, u, 2%, 0%, 4%, -2%, 0%, 7%, 29, 12%, -20%
> Cc1csc(NC(=O)CSc2ncn(-c3ccccc3)n2)n1
    -12%, 2%, -7%, -23%, 4%, -14%, -6%, -1%, 1, -5%, -3%
> CC(C)C(C(=O)NCc1ccco1)N(C(=O)CNS(=O)(=O)c1ccc(Cl)cc1)C1CCCC1 (configuration not stated)
    -3%, -12%, u, 1%, -6%, -2%, 1%, 0%, 0, 23%, 1%
> O=C(C[C@H]1C[C@H](C(=O)N2CCOCC2)[C@@]2(CCC3CCCC3)c3[nH]c4cc(-c5ccco5)ccc4c3CCN2C1=O)NCCC1=CCCCC1
    1%, 3%, 6%, 3%[46.1 µM], 1%[11.5 µM], 6%, x, 5%, -14, -7%, -7%
> CCn1c(C)nc([N+](=O)[O-])c1Sc1ccc(F)cc1
    -8%, u, -10%, -2%[46.1 µM], 3%, 1%, 5%, 12%, 16, -18%, -5%
> Cc1ccc(-n2c(-c3cccc(C)c3)n[nH]c2=S)cc1
    -7%, -6%, u, 2%, -5%, -22%, 6%, -4%, -15, -4%, -11%
> CCN1CCN(C(=O)CSc2nc(N)cc(N)n2)CC1
    3%, 12%, 1%, -23%, 1%, -6%, 0%, 14%, -3, 0%, 1%
> CC(=O)N1c2ccccc2C2CCCC[C@@H]21 (some centres not stated)
    -1%, u, -5%, -9%, 9%, -15%, -21%, -5%, 3, 5%, -2%
> Cc1ccc(S(=O)(=O)N2CCN(C(=O)c3c(-c4ccccc4)noc3C)CC2)cc1
    -13%, u, 2%, -8%, -1%, 23%, 0%, 2%, -3, -30%, 4%
> Cc1ccc(N2C(=O)CC(N3CCc4ccccc43)C2=O)cc1Cl (configuration not stated)
    -3%, -1%, -4%, 0%, -2%, -9%, 3%, 0%, -1, 1%, 5%
> c1cc(-n2cnnn2)ccc1NC1=NCCC1
    -6%, 4%, u, -4%, 5%, 21%, -3%, -1%, 2, -4%, 23%
> COc1ccc(N2CCN(c3oc(-c4ccc(OC)c(OC)c4)nc3C#N)CC2)cc1
    1%, 2%, u, 0%, 0%, 8%, -2%, -16%, -6, -13%, 1%
> COC(=O)c1sc2cc(C(F)(F)F)cnc2c1-c1ccccn1
    -5%, 11%, -2%, 9%, 2%, -6%, 3%, 0%, 6, 0%, -3%
> COc1ccc(/C=C(/NC(=O)c2ccccc2OC)C(=O)Nc2ccc(C(=O)O)cc2)cc1
    -8%, -17%, u, -2%, -1%, -6%, 5%, -14%, 16, -1%, -3%
> COC(=O)CSc1nc2c(c(=O)n(C)c(=O)n2C)n1CCC(C)C
    -4%, 14%, u, 5%, -10%, -2%, -2%, -2%, -2, 6%, -7%
> Cc1nn(CCCC(=O)NCCc2ccccc2)c(=O)c2nccn12
    -7%, 11%, 13%, 7%, 19%, 5%, -1%, 1%, 10, -20%, 1%
> c1ccc(-c2cc(-c3nnco3)c3ccccc3n2)nc1
    1%, -9%, -1%, 2%, -1%, 4%, 6%, -1%, 2, u, -3%
> C=CCSc1nnc(-c2ccccc2NC(=O)CC)c(=O)[nH]1
    -3%, 8%, 4%, -2%, -1%, 0%, -3%, 4%, -1, 7%, -3%
> COc1ccc2oc(=O)c(C(C)=O)cc2c1
    -6%, -7%, -15%, x, -1%, -14%, -1%, 29%, 8, -17%, 1%
> Cc1cccc(NC(=O)CCC(=O)N/N=C/c2cccnc2)c1
    -13%, -1%, 0%, 0%, 16%, -7%, 3%, 4%, -7, 38%, 4%
> Cc1nn(CC(=O)N2CCN(C(=O)c3ccco3)CC2)c(C)c1[N+](=O)[O-]
    0%, 12%, 1%, -1%[46.1 µM], -9%, -2%, x, 1%, -3, 0%, 1%
> Cc1cc(C)n(-c2ccc(C(=O)OC(C)C(=O)Nc3ccc(C(N)=O)cc3)cc2)n1 (configuration not stated)
    2%, u, 5%, 3%, 5%, -28%, -2%, 0%, -2, 30%, 1%
> COc1ccc(S(=O)(=O)NCc2ccccn2)c(C)c1C
    -3%, -7%, -3%, -4%, -1%, -2%, 1%, 0%, 15, 19%, 2%
> COc1ccc(Cl)cc1/C=C/c1ccc2cccc(O)c2n1
    -1%, u, u, -29%, u, u, -20%, 3%, -5, -67%[inhibitor], 2%
> Cc1cccc(OCC(=O)Nc2cccc(C(=O)NCC(C)C)c2)c1
    1%, -27%, 1%, -3%[46.1 µM], -7%, 3%, -8%, 0%, 2, -4%, -4%
> CCOC(=O)Cc1csc(NC(=O)CSc2nnc(Cc3csc(N)n3)n2C)n1
    -12%, 1%, 3%, 5%, 7%, 0%, 9%, -2%, 19, 6%, -12%
> COc1ccc(NC(=O)CSc2nc3ccccc3nc2N2CCCC2)c(OC)c1
    -1%, 8%, -1%, 1%, 13%, -4%, -1%, 10%, 12, 6%, -4%
> COc1c(F)c(F)c(C(=O)O)c(Nc2ccccc2)c1F
    -7%, 0%, 0%, 4%, 1%, 22%, -2%, 9%, 0, 7%, -1%
> Cc1ccc(N2CC(C(=O)N3CCN(c4ccccc4)CC3)CC2=O)cc1 (configuration not stated)
    -1%, 1%, 11%, -1%, 10%, 6%, 0%, -2%, -5, 7%, -3%
> COc1ccc(C(=O)Cc2ccc(OC)c(OC)c2)cc1
    1%, u, -3%, 2%, x, 6%, -2%, -1%, 8, -25%, -4%
> O=C(Nc1ccccc1)N1CCCC2CCCCC21 (configuration not stated)
    -1%, u, u, -3%, -6%, 0%, -3%, 0%, -7, 11%, 2%
> CCOc1ccccc1-c1nnc(SCC(=O)Nc2ccccc2)o1
    -8%, -7%, -2%, 15%, -3%, 7%, 7%, -7%, -4, -1%, -4%
> O=C(Nc1ccc(-c2ccc3nncn3n2)cc1)C1CCCCC1
    -2%, 1%, u, 5%, 5%, -7%, 3%, 5%, 0, 0%, 0%
> CCCNc1ccc(S(=O)(=O)N(CC)CC)cn1
    1%, 21%, u, 0%[46.1 µM], 4%, -5%, -1%, 3%, 7, 11%, -3%
> CC(=O)c1cccc(NC(=O)c2ccc(CN3CCc4ccccc4C3)cc2)c1
    0%, 8.2µM*, -10%, -7%, 1%, -17%, 1%, 8%, -25, u, -11%

Taken from the listing (4 entries):
The line under a structure holds: PTAP TSG101 blk, ELG1 DNA repair, Chronic BCR inh, TCR activator, AT treatment, Eya2 phos inh, Mito fusion yeast, ASM inhibitor, TSHR antagonist, Integrin act MD, Tb PFK inh
> Cc1ccc(N2CC(C(=O)N3CCN(c4ccccc4)CC3)CC2=O)cc1 (configuration not stated)
    -1%, 1%, 11%, -1%, 10%, 6%, 0%, -2%, -5, 7%, -3%
> COc1ccc(C(=O)Cc2ccc(OC)c(OC)c2)cc1
    1%, u, -3%, 2%, x, 6%, -2%, -1%, 8, -25%, -4%
> O=C(Nc1ccccc1)N1CCCC2CCCCC21 (configuration not stated)
    -1%, u, u, -3%, -6%, 0%, -3%, 0%, -7, 11%, 2%
> CCOc1ccccc1-c1nnc(SCC(=O)Nc2ccccc2)o1
    -8%, -7%, -2%, 15%, -3%, 7%, 7%, -7%, -4, -1%, -4%
